NCI-60 one-dose screen, 48 h, at 10 µM unless noted. Numbers give growth in % (100 = growth as untreated, 0 = no growth, -100 = all killed).
HCT-116: HCT-116 colon cancer. 82,000 compounds, 7.3% hits. AID 1794798
SW-620: SW-620 colon cancer; 82,000 compounds, 5.2% hits; AID 1794795
786-0: 786-0 renal cancer cells; 81,000 compounds, 5.1% hits
SN12C: SN12C renal cancer cells. 81,000 compounds, 3.8% hits. AID 1794767
HT29: HT29 colon cancer. 81,000 compounds, 7.4% hits. AID 1794748
HCT-15: HCT-15 colon cancer; 82,000 compounds, 5.2% hits; AID 1794746
TK-10: TK-10 renal cancer cells. 81,000 compounds, 3.9% hits. AID 1794769
UO-31: UO-31 renal cancer; 81,000 compounds, 5.2% hits
HCC-2998: HCC-2998 colon cancer; 79,000 compounds, 4.7% hits; AID 1794799
* marks the source's active call; other numbers are inactive results; & = joins results of further samples. How the source made its calls: active means growth percent below 10; inactive means the rest. Hits appear at their usual frequency (roughly 12% active in at least one column).

`CNC(=O)c1cccc(N2CCc3c2ccc(NC(=O)Nc2ccc(F)c(C(F)(F)F)c2)c3F)c1` gave HCT-116 79, SW-620 115, 786-0 82, SN12C 83, HT29 89, HCT-15 75, TK-10 93, UO-31 87 and HCC-2998 93.
Screening COc1cc(-c2cc(C(=O)Nc3nc4ccc(F)cc4s3)nc3cc(-c4ccccc4)nn23)cc(OC)c1OC returned HCT-116 116, SW-620 108, 786-0 102, SN12C 88, HT29 104, HCT-15 96, TK-10 105, UO-31 84 and HCC-2998 93.
Screening CC1Cc2c(cccc2-n2cnc3ccccc32)N(C)C12C=CC(=O)C=C2 (stereo not given) returned HCT-116 103, SW-620 106, 786-0 109, SN12C 99, HT29 101, HCT-15 104, TK-10 97, UO-31 83 and HCC-2998 105.
Screening COc1cc2c(cc1OCCCN1Cc3ccc(OCCCCC(=O)N4CCC(CCN5CCCC5)CC4)cc3C1)N=C(N)C21CCCC1 returned HCT-116 68, SW-620 66, 786-0 85, SN12C 95, HT29 9.5*, HCT-15 102, TK-10 99, UO-31 94 and HCC-2998 101.
CC(C)OC(C(=O)O)c1ccccc1 (stereo not given) was read as HCT-116 101, SW-620 103, SN12C 93, HT29 109, HCT-15 98 and TK-10 98.
For Cc1ncc(C(=O)Nc2ccc(CN3CCN(C)CC3)c(C(F)(F)F)c2)cc1C#Cc1ccc(N)nc1 the results were HCT-116 -31*, SW-620 -2.5*, 786-0 -49*, SN12C 2.9*, HT29 18, HCT-15 6.6*, TK-10 -28*, UO-31 -27* and HCC-2998 25.
`COc1ccc(N(Cc2cc(OC)c(OC)c(OC)c2)C2OC(=O)c3ccccc32)cc1` (stereo not given) gave HCT-116 23, SW-620 20, 786-0 62, SN12C 53, HT29 5.3*, HCT-15 36, TK-10 53, UO-31 53 and HCC-2998 44.
Screening N#Cc1ccc(C(=O)NNC(=O)CSc2nc3sc4c(c3c(=O)n2-c2ccc(Cl)cc2)CCCC4)cc1 returned HCT-116 38, SW-620 60, 786-0 76, SN12C 42, HT29 56, HCT-15 51, TK-10 115, UO-31 43 and HCC-2998 96.
Cc1cc2c(O)c(-c3cccc(Cl)c3)c3sc(=O)oc3c2cc1C was read as HCT-116 18, SW-620 35, 786-0 79, SN12C 37, HT29 111, HCT-15 43, TK-10 122, UO-31 54 and HCC-2998 73.
Screening COC(=O)c1cn(CCc2c[nH]c3ccccc23)c(=O)c2ccccc12 returned HCT-116 63, SW-620 49, 786-0 84, SN12C 94, HT29 34, HCT-15 40, TK-10 94, UO-31 66 and HCC-2998 65.
For CC[C@@H](C)[C@H](NC(=O)Cn1cc(CN)nn1)C(=O)O the results were HCT-116 130, SW-620 108, 786-0 112, SN12C 99, HCT-15 102, TK-10 104, UO-31 92 and HCC-2998 106.
Screening O=C(C[n+]1cc(Br)cc2ccccc21)c1ccc(O)c(O)c1 returned HCT-116 100, SW-620 109, 786-0 108, SN12C 93, HT29 120, HCT-15 112, TK-10 120, UO-31 78 and HCC-2998 106.
Screening COc1ccccc1/C=C1\COc2ccc(O)c(O)c2C1=O returned HCT-116 8.4*, SW-620 3.7*, 786-0 2.1*, SN12C -11*, HT29 57, HCT-15 -13*, TK-10 35, UO-31 -69* and HCC-2998 70.
For CCOc1cc(/C=C/C(=O)CC(=O)/C=C/c2ccc(OC(=O)CNc3nc4ccc(OC)cc4s3)c(OCC)c2)ccc1OC(=O)CNc1nc2ccc(OC)cc2s1 the results were HCT-116 4.3*, SW-620 18, 786-0 32, SN12C 59, HT29 -51*, HCT-15 43, TK-10 61 and HCC-2998 40.
Screening Cc1ccc(C2=NN(C=O)C(c3cn(-c4ccccc4)nc3-c3ccc(Cl)cc3)C2)cc1 (stereo not given) returned HCT-116 81, SW-620 91, 786-0 98, SN12C 88, HT29 85, HCT-15 94, TK-10 87, UO-31 86 and HCC-2998 100.
For CC(=O)Nc1ccc(S(=O)(=O)/N=C(/C2CCCC2C)N2CCOCC2)cc1 (stereo not given) the results were HCT-116 107&109, SW-620 102&102, 786-0 101&103, SN12C 100&100, HT29 98&108, HCT-15 98&102, TK-10 104&115, UO-31 82&101 and HCC-2998 113.
For C[C@]1(CCO)C[C@@H]1c1ccc2ccccc2c1 the results were HCT-116 97, SW-620 100, 786-0 94, SN12C 98, HT29 99, HCT-15 100, TK-10 95, UO-31 93 and HCC-2998 106.
NS(=O)(=O)c1ccc(Nc2nccc(Nc3ccc4[nH]ncc4c3)n2)cc1 was read as HCT-116 95, SW-620 111, 786-0 101, SN12C 90, HT29 91, HCT-15 106, TK-10 116, UO-31 82 and HCC-2998 118.
CC(=O)Oc1ccc(C2OC(c3ccc4ccccc4c3OC(C)=O)=NN2C(C)=O)cc1 (stereo not given) was read as HCT-116 87, SW-620 100, 786-0 102, SN12C 99, HT29 90, HCT-15 90, TK-10 115, UO-31 64 and HCC-2998 102.
C=C1CCC2C3(C)COC(c4cccc(F)c4)OC3CCC2(C)C1CC(O)C1=CCOC1=O (stereo not given) was read as HCT-116 -7.5*, SW-620 6.4*, 786-0 41, SN12C 44, HT29 35, HCT-15 8.3*, TK-10 113, UO-31 57 and HCC-2998 63.

Structures shown so far containing an NH in an aromatic ring:
Screening COC(=O)c1cn(CCc2c[nH]c3ccccc23)c(=O)c2ccccc12 returned HCT-116 63, SW-620 49, 786-0 84, SN12C 94, HT29 34, HCT-15 40, TK-10 94, UO-31 66 and HCC-2998 65.
NS(=O)(=O)c1ccc(Nc2nccc(Nc3ccc4[nH]ncc4c3)n2)cc1 was read as HCT-116 95, SW-620 111, 786-0 101, SN12C 90, HT29 91, HCT-15 106, TK-10 116, UO-31 82 and HCC-2998 118.

Entries above that contain a CF3 group:
`CNC(=O)c1cccc(N2CCc3c2ccc(NC(=O)Nc2ccc(F)c(C(F)(F)F)c2)c3F)c1` gave HCT-116 79, SW-620 115, 786-0 82, SN12C 83, HT29 89, HCT-15 75, TK-10 93, UO-31 87 and HCC-2998 93.
For Cc1ncc(C(=O)Nc2ccc(CN3CCN(C)CC3)c(C(F)(F)F)c2)cc1C#Cc1ccc(N)nc1 the results were HCT-116 -31*, SW-620 -2.5*, 786-0 -49*, SN12C 2.9*, HT29 18, HCT-15 6.6*, TK-10 -28*, UO-31 -27* and HCC-2998 25.

Further records
C=C1[C@H](OC(=O)C(C)C)[C@@H](OC(C)=O)[C@@H](OC(=O)c2cccnc2)C(C)(C)/C=C/[C@@H](C)C(=O)[C@@]2(O)C[C@H](C)[C@H](OC(=O)CC)[C@@H]2[C@H]1OC(C)=O was read as HCT-116 100, SW-620 109, 786-0 92, SN12C 97, HT29 90, HCT-15 111, TK-10 79, UO-31 59 and HCC-2998 114.
Screening CNC(=O)OCC1OC(n2cnc3c(NC(=O)Nc4ccccc4)ncnc32)C(O[Si](C)(C)C(C)(C)C)C1O[Si](C)(C)C(C)(C)C (stereo not given) returned HCT-116 67, SW-620 98, 786-0 95, SN12C 101, HT29 81, HCT-15 103, TK-10 96 and UO-31 106.
Screening CCOC(=O)C1CCCCC1=O (stereo not given) returned HCT-116 98, SW-620 112, 786-0 100, SN12C 91, HT29 99, HCT-15 113, TK-10 91, UO-31 88 and HCC-2998 108.
Screening CCCCCNC(=O)c1ccc(Cl)cc1Cl returned HCT-116 101, SW-620 101, 786-0 99, SN12C 98, HT29 106, HCT-15 99, TK-10 95, UO-31 100 and HCC-2998 102.
Screening O=C(N=Nc1c(O)[nH]c2ccc(Cl)cc12)c1ccc2nc(-c3ccc(Cl)cc3)[nH]c2c1 returned HCT-116 9.9*, SW-620 3.1*, 786-0 -73*, SN12C -10*, HT29 17, HCT-15 79, TK-10 52, UO-31 87 and HCC-2998 -35*.
C=CCOC(=O)Nc1cccn([C@H](CC(C)C)C(=O)NCCC(C)C)c1=O was read as HCT-116 55, SW-620 58, 786-0 50, SN12C 33, HT29 90, HCT-15 77, TK-10 93, UO-31 73 and HCC-2998 78.
For CCOC(=O)c1cc(C(=O)c2cc(OC)cc(OC)c2)n2ccc(-c3ccncc3)cc12 the results were HCT-116 97, SW-620 102, 786-0 104, SN12C 96, HT29 88, HCT-15 104, TK-10 112, UO-31 77 and HCC-2998 92.
Screening CCc1ccc(OC(=O)CCl)cc1 returned HCT-116 102, SW-620 109, 786-0 104, SN12C 106, HT29 107, HCT-15 107, TK-10 101, UO-31 89 and HCC-2998 104.
Screening O=C(O)CC1=CCCCC1 returned HCT-116 104, SW-620 98, 786-0 95, SN12C 104, HT29 105, HCT-15 98, TK-10 108, UO-31 89 and HCC-2998 94.
CC(N)C(=O)NNc1n[nH]c(=S)n1N (stereo not given) was read as HCT-116 103, SW-620 93, 786-0 96, SN12C 102, HT29 109, HCT-15 94, TK-10 108, UO-31 83 and HCC-2998 102.
`CCOC(=O)c1cc(C(=O)c2cc(OC)cc(OC)c2)n2ccncc12` gave HCT-116 69, SW-620 97, 786-0 109, SN12C 95, HT29 86, HCT-15 92, TK-10 161, UO-31 68 and HCC-2998 105.
Screening O=C1CCC(NNC(=O)c2ccc(Cl)cc2Cl)N1 (stereo not given) returned HCT-116 105, SW-620 96, 786-0 103, SN12C 94, HT29 108, HCT-15 101, TK-10 99, UO-31 84 and HCC-2998 110.
`Cc1nc2nc(SCC(=O)Nc3ccc(Cl)cc3)[nH]c(=O)c2nc1C` gave HCT-116 96, SW-620 104, 786-0 95, SN12C 93, HT29 106, HCT-15 100, TK-10 93, UO-31 77 and HCC-2998 101.
Screening CCCCN(CCCC)C(=O)C=C(C)C returned HCT-116 97, SW-620 104, 786-0 96, SN12C 104, HT29 99, HCT-15 104, TK-10 103, UO-31 96 and HCC-2998 104.
For COc1ccc(Cn2cc3c(c2-c2ccccc2)CCc2cnc(=O)[nH]c2-3)cc1 the results were HCT-116 83, SW-620 91, 786-0 101, SN12C 91, HT29 111, HCT-15 99, TK-10 157, UO-31 88 and HCC-2998 82.
O=C(c1ccc(Br)cc1)C1C(c2ccccc2)C2CCCN2C12C(=O)Nc1ccccc12 (stereo not given) was read as HCT-116 56, SW-620 74, 786-0 84, SN12C 71, HT29 51, HCT-15 64, TK-10 98, UO-31 40 and HCC-2998 94.
For CC1(C)CC[C@]23CC[C@]4(C)[C@H](CC[C@@H]5[C@@]6(C)CC(CCc7nn[nH]n7)(CCc7nn[nH]n7)C(=O)C(C)(C)[C@@H]6CC[C@]54C)[C@H]2[C@H]1OC3=O the results were HCT-116 99, SW-620 102, 786-0 107, SN12C 106, HT29 114, HCT-15 96, TK-10 104, UO-31 97 and HCC-2998 106.
For Cc1cccc(C)c1[C@@H]1C[C@@](C)(O)[C@H]2CC[C@H](C)C[C@@H]2O1 the results were HCT-116 110, SW-620 100, 786-0 101, SN12C 100, HT29 104, HCT-15 107, TK-10 100, UO-31 89 and HCC-2998 110.
For CCSc1oc(-c2ccccc2)nc1[P+](c1ccccc1)(c1ccccc1)c1ccccc1 the results were HCT-116 2.3*, SW-620 11, 786-0 13, SN12C 3.4*, HT29 1.2*, HCT-15 6.1*, TK-10 24, UO-31 -31* and HCC-2998 14.
Screening CC(=O)O[C@@H]1[C@@H](OC(C)=O)[C@H](OC(C)=O)CO[C@H]1Nc1cccc2ccccc12 returned SW-620 98, 786-0 107, SN12C 94, HT29 84, HCT-15 94, TK-10 115, UO-31 62 and HCC-2998 94.

Reprinted from the part before: two compounds; new compounds follow.
For CCSc1oc(-c2ccccc2)nc1[P+](c1ccccc1)(c1ccccc1)c1ccccc1 the results were HCT-116 2.3*, SW-620 11, 786-0 13, SN12C 3.4*, HT29 1.2*, HCT-15 6.1*, TK-10 24, UO-31 -31* and HCC-2998 14.
Screening CC(=O)O[C@@H]1[C@@H](OC(C)=O)[C@H](OC(C)=O)CO[C@H]1Nc1cccc2ccccc12 returned SW-620 98, 786-0 107, SN12C 94, HT29 84, HCT-15 94, TK-10 115, UO-31 62 and HCC-2998 94.
Screening COC(CC(F)F)c1ccc(-c2ccccc2)cc1 (stereo not given) returned HCT-116 101, SW-620 95, 786-0 101, SN12C 101, HT29 76, HCT-15 96, TK-10 97, UO-31 88 and HCC-2998 105.
For CCC1(C)CC(C#N)(C#N)C(=O)NC1=O (stereo not given) the results were HCT-116 93, SW-620 107, 786-0 97, SN12C 106, HT29 97, HCT-15 98, TK-10 98, UO-31 84 and HCC-2998 101.
For Cc1noc(C)c1COc1ccccc1C(=O)Nc1nc2c(C)cccc2s1 the results were HCT-116 79, SW-620 100, 786-0 89, SN12C 95, HT29 77, HCT-15 85, TK-10 87, UO-31 69 and HCC-2998 100.
For CCSc1nnc(-c2ccc(NC(=O)c3cccnc3)cc2)n1N the results were HCT-116 101, SW-620 104, 786-0 107, SN12C 98, HT29 103, HCT-15 105, TK-10 113, UO-31 97 and HCC-2998 112.
`C[N+]1(CCC[N+]2(C)C[C@@H]3[C@H](C2)[C@@H]2C=C[C@H]3C2)CCOCC1` (stereo not given in full) gave HCT-116 105, SW-620 106, 786-0 109, SN12C 101, HCT-15 91, TK-10 113, UO-31 74 and HCC-2998 112.
For C/C(=N\O)[C@H]1CC[C@H]2[C@@H]3CC[C@@H]4C/C(=N/O)CC[C@]4(C)[C@H]3[C@@](C)(O)C[C@]12C the results were HCT-116 96, SW-620 105, 786-0 116, SN12C 92, HT29 86, HCT-15 95, TK-10 93, UO-31 69 and HCC-2998 100.
Screening CC1(C)CC(=O)C2=C(C1)N(Cc1ccc(C(=O)O)cc1)C1=C(C(=O)CC(C)(C)C1)C2c1ccccc1 returned HCT-116 103, SW-620 102, 786-0 107, SN12C 99, HT29 109, HCT-15 99, TK-10 96, UO-31 89 and HCC-2998 102.
Screening CC(=O)C1C(=O)C(=O)N(c2ccc(Br)cc2)C1=O (stereo not given) returned HCT-116 107, SW-620 101, 786-0 109, SN12C 101, HT29 117, HCT-15 106, TK-10 115, UO-31 92 and HCC-2998 91.
`Nc1ncnc(Nc2ccc(S(=O)(=O)O)cc2)n1` gave HCT-116 109, SW-620 97, SN12C 99, HT29 115, HCT-15 101, TK-10 120 and UO-31 90.
